USP2a inh – qHTS Assay for Inhibitors of Ubiquitin-specific Protease USP2a Using CHOP2 as the Reporter | Ubiquitin carboxyl-terminal hydrolase 2 (Homo sapiens), O75604 | USP2 core, Ub-CHOP2 coupled fluorogenic reporter, 485/531 | Potency, µM (top dose mostly 38.3 µM), for inactives: at the highest dose activity change, negative = inhibition, usual class: inhibitors | hit rate 0.01% among 330,000;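 further: potency means the concentration at half of the fitted maximal effect; plate controls were DMSO wells for no effect and full inhibition by NEM control for full effect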
Target sequence (O75604 whole entry, looked up): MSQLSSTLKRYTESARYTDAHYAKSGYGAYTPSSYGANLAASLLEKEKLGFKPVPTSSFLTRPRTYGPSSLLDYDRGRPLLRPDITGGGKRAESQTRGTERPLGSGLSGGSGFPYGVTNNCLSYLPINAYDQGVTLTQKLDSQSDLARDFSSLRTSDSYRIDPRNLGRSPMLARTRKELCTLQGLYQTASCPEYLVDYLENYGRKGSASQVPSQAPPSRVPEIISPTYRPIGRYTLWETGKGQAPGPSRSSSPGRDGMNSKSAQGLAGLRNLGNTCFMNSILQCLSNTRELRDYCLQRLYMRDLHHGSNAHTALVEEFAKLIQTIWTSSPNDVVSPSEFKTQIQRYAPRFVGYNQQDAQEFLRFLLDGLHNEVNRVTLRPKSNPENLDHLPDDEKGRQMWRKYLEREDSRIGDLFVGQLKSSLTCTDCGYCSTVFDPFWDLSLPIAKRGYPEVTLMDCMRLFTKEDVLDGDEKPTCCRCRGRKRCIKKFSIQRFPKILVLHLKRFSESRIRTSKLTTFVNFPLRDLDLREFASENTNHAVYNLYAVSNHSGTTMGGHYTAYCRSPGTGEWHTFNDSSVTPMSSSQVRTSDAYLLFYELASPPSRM
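USP2 core (10nM final) preincubated 30min RT with compound in 20mM Tris-HCl pH 8.0, 2mM CaCl2, 2mM beta-mercaptoethanol, 0.05% CHAPS; 25nM Ub-CHOP2 plus 25nM reporter substrate added, fluorescence (Ex485/Em531) read after 60min.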
A-T KAP1 phos – qHTS Assay for Identifying a Potential Treatment of Ataxia-Telangiectasia; […] A-T fibroblasts, KAP-1 phosphorylation AlphaLISA; neocarzinostatin DNA damage 30 min before lysis; Potency, µM (top dose mostly 57.5 µM), inactives show at the top dose activation, hits mostly activators; hit rate 0.19% among 320,000; AID 485349, 2010; further: potency means the concentration at half of the fitted maximal effect; % of control where 0% means no effect; nearly all actives have a fitted effect of over 45% in size
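ATM-like activity read as KAP-1 phosphorylation via AlphaLISA donor/acceptor antibody pairs after lysis and 6 hr at 25C. Cells were ATM-null patient fibroblasts ([…], hTERT), dosed 60 min, then exposed to the DSB inducer NCS for 30 min.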
Eya2 inh – qHTS Assay for Inhibitors of the Phosphatase Activity of Eya2. Protein phosphatase EYA2 (Homo sapiens), O00167. recombinant Eya2, OMFP fluorescence dephosphorylation (OMFP is methylfluorescein phosphate). Potency, µM (top dose mostly 76.9 µM), without a hit: at the highest dose activity, negative = inhibition, hits mostly inhibitors. hit rate 0.006% among 330,000. AID 488837, 2010; further: potency means the concentration at half of the fitted maximal effect; on the % scale 0 is the no-effect control and ±100 the full control effect
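Eya2 protein (added as 0.2 uM solution) was preincubated with compound for 10 min at ambient temperature in 50 mM HEPES pH 7.5, 50 mM NaCl, 5 uM MgCl2, 0.05% BSA, 1 mM DTT. OMFP (added at 50 uM) then reacted 10 min; fluorescence read at 485/525 nm.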
KCNH2 3.1 block – qHTS for Inhibitors of KCHN2 3.1: Mutant qHTS; activity change, % (tested at about 1.8 µM); Potassium voltage-gated channel subfamily H member 2, brain isoform KCNH2 3.1 (human); hit rate 0.95% among 340,000; U2OS KCNH2 3.1, thallium flux FluxOr; stronger effect = lower value; AID 720553, 2013;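 active means maximum activity change below -70%; inconclusive means maximum activity change from -70% to -50%; inactive means maximum activity change above -50%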;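 further: thallium influx rate constant from kinetic fluorescence after stimulation buffer; on the % scale 0 is the no-effect control and ±100 the full control effect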
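Thallium flux via FluxOr fluorescence (Red40 quencher, 45 min loading) in U2OS cells virally expressing the KCNH2 3.1 isoform (1.77 x 10^8 /mL virus, overnight at 37 C). Rate constants from 2-min kinetic reads post-stimulation, normalised to positive and negative controls.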
ELG1 DNA repair – qHTS screen for small molecules that inhibit ELG1-dependent DNA repair in human embryonic kidney (HEK293T) cells expressing luciferase-tagged ELG1 | HEK293T ELG1-luciferase reporter, luminescence, 16 h; DNA damage induced by 5-fluorouridine | Potency, µM (top dose mostly 46.1 µM), inactives show top-dose activity change, negative = inhibition, hits mostly inhibitors | hit rate 2.3% among 330,000 | AID 504467, 2011; further: potency means the concentration at half of the fitted maximal effect; on the % scale 0 is the no-effect control and ±100 the full control effect; nearly all actives have a fitted effect of over 55% in size
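Luminescence from the luciferase reporter, measured 30 min after ONE-Glo reagent at room temperature, was the read-out. Beforehand, 2,000 cells per well were exposed for 16 hr at 37 °C to 5-fluorouridine together with compound or vehicle.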
TCR activator – Activators of T cell receptors: qHTS campaign | primary human leukocytes, anti-CD3, IL-2 HTRF, 48 h | Potency, µM (top dose mostly 9.22 µM), without a hit: at the top dose activation of IL-2 secretion, most hits filed as activators | 330,000 tested, under 10 active | AID 504894, 2011; further: % of control where 0% means no effect
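Using a-CD3 beads without co-stimulation, primary human leukocytes were exposed to compounds for 48 hr. An HTRF IL-2 kit measured the cytokine, with europium-to-d2 energy transfer producing emission at 665nm upon 320nm excitation.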
TSHR antag – Antagonists of the Thyroid Stimulating Hormone Receptor: HTS campaign; hit rate 0.2% among 330,000; activity change, negative = inhibition, % at 11.5 µM; Thyrotropin receptor (Homo sapiens), P16473; TSHR-expressing cells, TSH-stimulated cAMP HTRF, 2 h; stronger effect = lower value;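 active means activity change below a set negative limit, meaning inhibition stronger than a set level, cut at about -70% in these data; inconclusive means activity change between two set negative limits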; further: on the % scale 0 is the no-effect control and ±100 the full control effect
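Cell-based HTRF cAMP assay; TSHR cells + compound, TSH EC80 (4nM final), 2 h, 37 deg C. Lysis with anti-cAMP cryptate and cAMP-d2, 30 min RT, read 665/620 nm.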
Mito fusion act – qHTS Assay for Small Molecule Inhibitors of Mitochondrial Division or Activators of Mitochondrial Fusion; Potency, µM (series often up to 46.1 µM), without a hit: at the top dose growth rescue (activation), hits mostly activators; hit rate 0.23% among 320,000; S. cerevisiae fusion-defective mutant growth rescue, CellTiterGlo 48 h;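 further: potency means the concentration at half of the fitted maximal effect; % of control where 0% means no effect; nearly all actives have a fitted effect of over 45% in size; temperature-sensitive fusion mutants such as fzo1-1 at 37 °C on non-fermentable ethanol glycerol medium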
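Read-out: ATP-based luminescence (CellTiterGlo, 10 min ambient) reporting growth of fusion-defective ts yeast after 48 hours at 37C on glycerol/ethanol YPEG medium in the presence of compound.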
hERG WT inh – qHTS for Inhibitors of KCHN2 3.1: Wildtype qHTS; Voltage-gated inwardly rectifying potassium channel KCNH2 (Homo sapiens), Q12809; U2OS, BacMam KCNH2, thallium flux FluxOr; stronger effect = lower value; activity change, % at 1.84 µM; hit rate 0.37% among 340,000; AID 720551, 2013;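 active means maximum activity change below -70%; inconclusive means maximum activity change between -70% and -50%; inactive means maximum activity change above -50%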; further: on the % scale 0 is the no-effect control and ±100 the full control effect
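U2OS cells were transduced with wild-type KCNH2 virus (2.03 x 10^8 / mL) for 4 h at room temperature, then cultured overnight at 37 C. Thallium flux was read with FluxOr dye. Rate constants were normalized to DMSO controls.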
TRPV1 agonist – HTS Assay for Compounds that Act as Agonists of the Vanilloid Receptor 1. hit rate 0.19% among 320,000. TRPV1-expressing cells, Fluo-8 calcium influx, agonist mode. Transient receptor potential cation channel subfamily V member 1 (Homo sapiens), Q8NER1. activation, % at 8.33 µM; in the data active means activation above about 80%; inconclusive means between about 30% and that limit; further: 0% is about no effect
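Fluo-8 calcium influx in TRPV1-expressing cells, kinetic read (ex 480/em 520 nm). Compound added and read 3 min for agonist activity, followed by capsaicin at EC20 final and 2 min further read for enhancement.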
Active calls of the source: *; [ ] = another dose, or the depositor's remark. Unless noted, the call rests on the fitted dose curve; in most records, active means well fitted curve in the direction sought with a large enough effect; inconclusive means small, poorly fitted or top-dose-only effect, or another doubt; inactive means no such curve, though single readings can be large; an effect the other way counts as inactive or inconclusive.

`COc1ccc(/C=N/NC(=O)c2ccco2)cc1Cn1nc(C)cc1C` gave USP2a inh 0%, A-T KAP1 phos -9%, Eya2 inh -18%, KCNH2 3.1 block 2, ELG1 DNA repair 21%, TCR activator -4%[46.1 µM], TSHR antag 7, Mito fusion act -5%, hERG WT inh -6 and TRPV1 agonist 11.
Screening CCCCC1=CC2=CC(=O)C(C)(OC(=O)C3CCCC3)C(=O)C2=CO1 (configuration not stated) returned USP2a inh 1%, A-T KAP1 phos 10%, Eya2 inh -18%, KCNH2 3.1 block 2, ELG1 DNA repair 14%, TCR activator 0%, TSHR antag 2, Mito fusion act 1%, hERG WT inh -18 and TRPV1 agonist -3.
`CC1(C)CN2C(=O)c3ccccc3C2(C)S1` (configuration not stated) gave USP2a inh 0%, A-T KAP1 phos 9%, Eya2 inh 9%, KCNH2 3.1 block -13, ELG1 DNA repair -3%, TCR activator 0%, TSHR antag 2, Mito fusion act -6%, hERG WT inh -13 and TRPV1 agonist 3.
Cc1ccc(C2C(C#N)=C(N)OC3=C2C(=O)CCC3)s1 (configuration not stated) was read as USP2a inh 1%, A-T KAP1 phos 6%[11.5 µM], Eya2 inh -1%, KCNH2 3.1 block -10, ELG1 DNA repair inconclusive, TSHR antag -10, Mito fusion act -6%, hERG WT inh -8 and TRPV1 agonist 3.
Screening Cc1ccc(-n2nc(C(=O)O)nc2-c2ccccc2)cc1 returned USP2a inh 0%, A-T KAP1 phos 4%, Eya2 inh 9%, KCNH2 3.1 block -11, ELG1 DNA repair 8%, TCR activator -3%, TSHR antag -1, Mito fusion act 2%, hERG WT inh -10 and TRPV1 agonist 1.
For CN(c1ccccc1)S(=O)(=O)c1cccc(C(=O)Nc2ncn[nH]2)c1 the results were USP2a inh 1%, A-T KAP1 phos 7%, Eya2 inh -11%, KCNH2 3.1 block 5, ELG1 DNA repair -4%, TCR activator -3%, TSHR antag -6, Mito fusion act -1%, hERG WT inh 5 and TRPV1 agonist -3.
Screening Cc1ccc(S(=O)(=O)N2CCCCC2C(=O)N(C)c2ccccc2)cc1 (configuration not stated) returned USP2a inh 1%, A-T KAP1 phos 15%, Eya2 inh 3%, KCNH2 3.1 block 9, ELG1 DNA repair -1%, TCR activator 8%, TSHR antag 2, Mito fusion act 6%, hERG WT inh 2 and TRPV1 agonist 7.
For CCNc1nc(NC(C)C)nc(N(C#N)C(C)C(=O)N(CC)CC)n1 (configuration not stated) the results were USP2a inh -4%, A-T KAP1 phos -8%, Eya2 inh -13%, KCNH2 3.1 block -21, ELG1 DNA repair 0%, TCR activator -7%, TSHR antag 11, Mito fusion act -6%, hERG WT inh 0 and TRPV1 agonist -3.
CC12CCC(C(=O)N3CCCc4ccccc43)(CC1=O)C2(C)C (configuration not stated) was read as USP2a inh 4%, A-T KAP1 phos -4%, Eya2 inh 8%, KCNH2 3.1 block -6, ELG1 DNA repair 2%, TCR activator -10%, TSHR antag -10, Mito fusion act 7%, hERG WT inh -5 and TRPV1 agonist 12.
`Cn1cccc1/C=N\NC(=O)c1cncc(Br)c1` gave USP2a inh -2%, A-T KAP1 phos -46%, Eya2 inh 1%, KCNH2 3.1 block -2, ELG1 DNA repair inconclusive, TCR activator 2%, TSHR antag -2, Mito fusion act 0%, hERG WT inh 13 and TRPV1 agonist 3.
For COC(=O)C1CCN(C(=O)Cc2ccc(C)cc2)CC1 the results were USP2a inh 0%, A-T KAP1 phos -5%, Eya2 inh 15%, KCNH2 3.1 block 7, ELG1 DNA repair inconclusive, TCR activator -1%, TSHR antag -7, Mito fusion act -5%, hERG WT inh 2 and TRPV1 agonist 1.
For CC(C)(C)NC1=CC(=O)OC12CCCCC2 the results were USP2a inh 5%, A-T KAP1 phos 4%, Eya2 inh -5%, KCNH2 3.1 block -5, ELG1 DNA repair inconclusive, TCR activator 1%, TSHR antag -1, Mito fusion act 1%, hERG WT inh -6 and TRPV1 agonist 0.
CC1CC(C)CN(C(=O)CCNS(=O)(=O)c2cccs2)C1 (configuration not stated) was read as USP2a inh 2%, A-T KAP1 phos -16%, Eya2 inh -8%, KCNH2 3.1 block -1, ELG1 DNA repair inconclusive, TCR activator 1%, TSHR antag 3, Mito fusion act -3%, hERG WT inh -3 and TRPV1 agonist 3.
For CN1CCN(C(=O)Nc2ccccc2)CC1 the results were USP2a inh 0%, A-T KAP1 phos -3%, Eya2 inh 5%, KCNH2 3.1 block -2, ELG1 DNA repair 11%, TCR activator 0%, TSHR antag 12, Mito fusion act 2%, hERG WT inh 4 and TRPV1 agonist -3.
Screening CC1CCc2nn(CC(=O)NCCN3CCCCC3C)cc2C1 (configuration not stated) returned USP2a inh 1%, A-T KAP1 phos 7%, Eya2 inh -17%, KCNH2 3.1 block 0, ELG1 DNA repair -3%, TCR activator 1%, TSHR antag 14, Mito fusion act -1%, hERG WT inh 2 and TRPV1 agonist -4.
For O=C(O)CN1C(=O)CC(c2ccccc2)CC1=O the results were USP2a inh -1%, A-T KAP1 phos 7%, Eya2 inh -14%, KCNH2 3.1 block -3, ELG1 DNA repair 10%, TSHR antag 20, Mito fusion act 0%, hERG WT inh 12 and TRPV1 agonist -2.
`COc1ccc(NC2CCCN(C(=O)c3cn(C)c4ccccc34)C2)cc1` (configuration not stated) gave USP2a inh -1%, A-T KAP1 phos -2%, Eya2 inh 10%, KCNH2 3.1 block 2, ELG1 DNA repair -1%, TCR activator 6%, TSHR antag -1, Mito fusion act 2%, hERG WT inh 0 and TRPV1 agonist 10.
Screening O=C(C1=C[C@H](c2ccccc2)C[C@H](OCCCCO)O1)N1CCN(Cc2ccc3c(c2)OCO3)CC1 returned USP2a inh -1%, A-T KAP1 phos -19%, Eya2 inh -14%, KCNH2 3.1 block 39, ELG1 DNA repair -9%, TCR activator -1%, TSHR antag 5, Mito fusion act 1%, hERG WT inh 6 and TRPV1 agonist 8.
Cc1sc2nc(SCc3ccccc3)n(Cc3ccco3)c(=O)c2c1C was read as USP2a inh 1%, A-T KAP1 phos -5%, Eya2 inh 7%, KCNH2 3.1 block -5, ELG1 DNA repair -6%, TSHR antag 18, Mito fusion act 0%, hERG WT inh -3 and TRPV1 agonist -5.
Screening COc1ccc(/C=C/C(=O)Nc2ccc(S(=O)(=O)N3CCOCC3)cc2)c(OC)c1 returned USP2a inh 0%, A-T KAP1 phos 13%, Eya2 inh -24%, KCNH2 3.1 block 7, ELG1 DNA repair 23µM*, TCR activator 18%, TSHR antag 5, Mito fusion act 1%, hERG WT inh -2 and TRPV1 agonist -4.
CN(CCCNC(=O)C1CCC(CNS(=O)(=O)c2ccccc2)CC1)Cc1ccccc1 (configuration not stated) was read as USP2a inh 0%, A-T KAP1 phos 14%, Eya2 inh 5%, KCNH2 3.1 block 2, ELG1 DNA repair 8%, TCR activator 0%, TSHR antag 11, Mito fusion act 0%, hERG WT inh -13 and TRPV1 agonist -1.
For Cc1ccc(-c2noc(CCC(=O)NCCCN3CCN(c4cccc(Cl)c4)CC3)n2)cc1 the results were USP2a inh -2%, A-T KAP1 phos -7%, Eya2 inh 0%, KCNH2 3.1 block -18, ELG1 DNA repair inconclusive, TCR activator -1%, TSHR antag -9, Mito fusion act -21%, hERG WT inh 14 and TRPV1 agonist -4.
Oc1ccc(-c2csc(NCc3ccco3)n2)cc1 was read as USP2a inh 0%, A-T KAP1 phos 0%, Eya2 inh -4%, KCNH2 3.1 block -3, ELG1 DNA repair inconclusive, TSHR antag 8, Mito fusion act 2%, hERG WT inh -4 and TRPV1 agonist -5.
For O=C(NCCc1ccccc1)c1cc2ncc(Br)cn2n1 the results were USP2a inh 1%, A-T KAP1 phos 0%, Eya2 inh 2%, KCNH2 3.1 block 11, ELG1 DNA repair inconclusive, TCR activator -6%, TSHR antag 18, Mito fusion act -3%, hERG WT inh -8 and TRPV1 agonist inconclusive.

This is a subset; count on the stated rates, not on these rows.
